# CFTR F508del cor = correctors of CFTR F508del function in bronchial epithelial cells. AID 720511. actives 0.36% (n = 350,000). activity (quench increase), % at 7.58 µM. CFBE cells, YFP halide quenching; stimulated with forskolin plus potentiator P3; % fluorescence drop versus neutral controls;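 active = mean added fluorescence quench of at least 8% versus neutral control, with both replicates also reaching 8%; inconclusive = only one of the mean or replicate conditions met; inactive = mean below 8% and not both replicates reaching 8%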;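 note: cells transiently co-express mutant CFTR-F508del with the halide-sensitive YFP; corrector assay measuring rescue of mutant channel to the surface after 24 h compound exposure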
# Xi reactivation = activators of X-chromosome reactivation in mouse fibroblasts. XiGFP mouse fibroblasts, % GFP-positive cells imaging, 3 d; cells co-treated with 5-aza-dC sensitizer; scaled so ellipticine positive control = 100%. activation, % at 7.58 µM. actives 0.055% (n = 360,000). AID 743238;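 active = mean normalized replicate activation at least 10% and every replicate at or above 10%; inconclusive = only one of the two criteria met; inactive = mean below 10% and not all replicates reach 10%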;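 note: 0% = median of on-plate neutral control wells and 100% = ellipticine 6 µM median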
#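 Material: SV40-immortalized XiGFP fibroblast cells, line 68-5-11 | Buffer or medium: DMEM containing 5-aza-dC | Dosing: One concentration, pinned | Times: 3 d treatment, 15 min room-temperature fixation | Controls: Ellipticine 6 µM positive control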
# RAD52 inh = RAD52 (human) annealing inhibition | inhibition, % at 18.7 µM | recombinant RAD52 DNA annealing, FRET fluorescence | P43351 | actives 0.46% (n = 360,000) | AID 651710;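 active = every replicate showing at least 50% inhibition; inconclusive = mean inhibition at least 50% but not in every replicate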
# Target sequence (P43351 whole entry, looked up): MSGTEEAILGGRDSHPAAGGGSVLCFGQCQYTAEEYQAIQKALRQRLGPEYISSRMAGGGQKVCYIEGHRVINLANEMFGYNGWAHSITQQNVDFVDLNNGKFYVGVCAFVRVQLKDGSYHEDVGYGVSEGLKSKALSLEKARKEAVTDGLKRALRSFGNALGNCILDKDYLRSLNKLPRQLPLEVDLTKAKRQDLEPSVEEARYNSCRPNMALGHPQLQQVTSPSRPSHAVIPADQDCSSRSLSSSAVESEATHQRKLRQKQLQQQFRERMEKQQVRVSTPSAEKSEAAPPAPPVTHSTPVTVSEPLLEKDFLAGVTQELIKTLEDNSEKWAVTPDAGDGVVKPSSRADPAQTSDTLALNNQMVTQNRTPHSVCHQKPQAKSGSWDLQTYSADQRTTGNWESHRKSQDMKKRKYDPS
# esBAF inh = inhibitors of esBAF chromatin remodeling in mouse ES cells. Bmi1-luciferase knock-in reporter, 24 h; 100% = twice the neutral-well signal. reporter increase, % at 12.5 µM. actives 2% (n = 350,000). AID 602393; in the data active = activation above about 40%; inconclusive = no clear call, values can overlap the other calls;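 note: 0% = median of the plate's neutral control wells and 100% = double that signal; a rise in the Bmi1 reporter signal indicates esBAF inhibition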
# INS-1E GSIS act = GLuc luminescence reporter in INS-1E cells, primary screen for activators of glucose-dependent secretion of insulin; INS-1E GLuc reporter insulin secretion, 2-3 h; activation, % at 16.6 µM; actives 0.61% (n = 370,000);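 active = lowest replicate activation of at least 40%, so every replicate reaches that level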;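 note: 0% = median of neutral control wells and 100% = median of IBMX positive control wells; some compounds called inactive have numbers as strong as hits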
# ARNT TACC3 PPI = disrupts binding between human ARNT and TACC3; Q9Y6A5; AlphaScreen His-ARNT PAS-B/GST-TACC3 binding, luminescence; TACC3 fragment carries E629A point mutation; inhibition, % at 9.99 µM; actives 0.66% (n = 390,000);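 active = mean inhibition of replicates at least 50% and at least half of replicates each reaching 50%; inconclusive = half or more replicates reach 50% but mean below 50%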;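 note: 0% = complete ARNT plus TACC3 wells and 100% = ARNT alone without TACC3; many hits fall short of the cut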
# RAD54 inh = inhibitors of human RAD54 branch migration | AID 602329 | Q92698 | inhibition, % at 10.4 µM | RAD54 Holliday junction branch migration, FAM/BHQ fluorescence | actives 0.14% (n = 360,000);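 active = mean normalized replicate activity at least 40 and at least half of replicates scoring 40 or more; inconclusive = only one of the two criteria met; inactive = mean below 40 and under half of replicates reaching 40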;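 note: 0% = median of neutral control wells and 100% = median of positive control wells; inhibitors cause a drop in the FAM fluorescence signal; in these data hits start at about 50%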
# ERAP1 HTS inh = inhibitors of human ERAP1 aminopeptidase | recombinant ERAP1, Leu-AMC fluorescence, 60 min | inhibition, % at 10.7 µM | actives 0.15% (n = 340,000);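 active = mean replicate inhibition of at least 30%, or all replicates individually reaching that 30% level; inactive = mean below 30% and not every replicate reaching it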;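 note: 0% = neutral control wells and 100% = L-leucinethiol positive control wells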
# * = called active by the depositor; ? = inconclusive; / = no result given. Rows are unselected; overall some 3.3% were active at least once.
SMILES,CFTR F508del cor,Xi reactivation,RAD52 inh,esBAF inh,INS-1E GSIS act,ARNT TACC3 PPI,RAD54 inh,ERAP1 HTS inh
O=C(Nc1ccc(S(=O)(=O)NCc2ccccc2)cc1)Nc1ccc2c(c1)OCO2,-0.7,/,-12,34,/,-4,10,-7
O=C1NC(Cc2ccc(O)cc2)c2nc3ccc(Cl)cc3c(=O)n2-c2cc(Cl)ccc21 (stereo unspecified),3.4,-0.2,-11,/,-2,/,/,1
COc1ccc(NC(=O)COC(=O)c2ccc(F)cc2F)cc1,0.5,0.0,-10,-6,-17,-4,8,-1
Cc1ccc(N(CC(=O)NCCSCc2ccco2)S(=O)(=O)c2ccc(F)cc2)cc1,1.6,0.1,-72,/,-40,-4,/,-1
CC(NC(=O)Nc1ccccc1)C(c1ccccc1)N1CCOCC1 (stereo unspecified),/,0.0,/,7,1,-4,-7,/
Cc1nn(C)c(Cl)c1CN1CCCC(CO)(Cc2cccc(Cl)c2)C1 (stereo unspecified),1.2,0.2,-12,/,-1,6,/,-4
CCOc1cc(C)c(Cl)cc1S(=O)(=O)NCCOC,/,0.0,-8,/,3,1,/,0
CCCN(CC(=O)Nc1ccccc1C)C(=O)COC(=O)CSc1ccc([N+](=O)[O-])cc1,-2.5,0.1,-7,2,-8,0,-7,1
O=C(NC1CCS(=O)(=O)C1)C1C2CC3CC(C2)CC1C3 (stereo unspecified),0.7,0.0,-7,/,4,-4,/,0
O=C(O)CNC(=O)c1ccc(NC(=O)/C(=C/c2ccccc2)NC(=O)c2ccccc2Br)cc1,-0.5,0.0,-3,-2,2,10,-14,-3
C[C@H](c1ccccc1)N1C[C@@H](COCc2ccccc2)Oc2cc(N3CCC[C@@H]3CO)ccc2S1(=O)=O,-5.1,0.0,-66,/,-11,/,/,/
Cc1ccc(CN2C3CCCC2CC(NC(=O)c2ccc(F)cc2)C3)cc1 (stereo unspecified),2.1,0.3,-23,-1,-7,9,-14,-3
COc1cccc(C2NC(=S)NC(C)=C2C(C)=O)c1 (stereo unspecified),2.5,0.3,-1,/,12,/,/,5
CC(C)(C)N(Cc1ccccc1)C(=O)COC(=O)[C@@H]1CCCN1C(=O)c1cccs1,0.9,0.1,-6,/,-27,2,/,1
CN(c1ccccc1)C1CCCCC1NS(=O)(=O)c1ccc(Cl)cc1 (stereo unspecified),/,0.0,-17,/,-19,6,/,0
COc1ccccc1C#Cc1cnc2c(c1)C(=O)N([C@@H](C)CO)C[C@H](C)[C@H](CN(C)C(C)=O)O2,-1.9,-1.9,-4,2,28,-1,0,3
CCNC(=O)c1ccc(C2SCC(=O)N2CCc2ccccc2)cc1 (stereo unspecified),-0.1,0.3,-15,/,7,-1,/,2
CCOc1ccc(C(=O)Nn2cnnc2)cc1OCC,1.4,0.0,-2,1,-2,-4,/,/
Cc1ccsc1C(=O)N1CCN(c2ncc(C(F)(F)F)cc2Cl)CC1,1.6,0.0,-7,/,-11,34,-12,4
CN(C)S(=O)(=O)c1cccc(C(=O)OCC(=O)Nc2sccc2C(N)=O)c1,/,/,/,1,-18,-8,-7,/
C[C@H](NC(=O)C1CCN(C(=O)[C@@H]2CCCN2C(=O)OC(C)(C)C)CC1)C(=O)NCc1ccc(F)cc1,3.1,/,-7,14,/,/,-6,1
C[C@@H]1CN([C@@H](C)CO)C(=O)c2cccc(NC(=O)Nc3ccc(F)cc3)c2O[C@@H]1CN(C)S(=O)(=O)c1cccs1,-1.5,0.0,1,2,-20,2,-11,0
O=C(NC(c1ccc(-c2ccccc2)cc1)c1cnccn1)C1CCN(CCOc2ccc(F)cc2)CC1 (stereo unspecified),-4.1,0.3,-116,-28,-19,/,6,1
C/C(=N\Nc1cccc2cccnc12)c1ccc[nH]1,-3.4,-0.1,-11,47*,8,0,-5,-2
Cc1nccn1-c1ccc(C(F)(F)F)cc1[N+](=O)[O-],2.7,0.0,-9,-11,-37,4,/,-5
O=C(NN=C1CCCC1)c1n[nH]c2c1CCC2,4.1,0.0,-21,/,-2,/,/,0
CN1[C@@H]2c3ccc(-c4cccc(F)c4)c(=O)n3C[C@H]1[C@H](CO)[C@H]2C(=O)NCc1ccccc1,/,0.5,9,-5,8,-1,-9,0
COc1ccc(CN2CCC[C@]3(N[C@H](c4ccc(C(F)(F)F)cc4)[C@@H]4C(=O)N(C)C(=O)[C@@H]43)C2=O)cc1,-0.9,0.1,-4,-6,/,/,5,4
CCSc1nnc(NC(=O)Cc2cc(OC)c(OC)c(OC)c2)s1,-0.9,0.3,-5,/,10,-7,/,-1
C[C@@H]1O[C@H](C2CC2)Cc2[nH]c(=S)[nH]c(=O)c21,-0.3,0.0,-2,/,/,/,/,-1
CCCNC(=O)[C@@H]1[C@@H](CO)[C@@H]2Cn3c(cccc3=O)[C@@H]2N1CCC(F)(F)F,-2.6,0.0,-16,3,8,3,-3,2
CCS(=O)(=O)c1nc(S(=O)(=O)c2ccc(C)cc2)c(NCCN2CCOCC2)s1,2.6,0.2,-3,-5,8,-6,-7,-2
CCCCCc1ccc(C(=O)CCC(=O)OCC(=O)N(CC)c2c(N)n(Cc3ccccc3)c(=O)[nH]c2=O)cc1,1.2,0.1,-71,6,-5,-8,1,1
COc1cc2c(c(OC)c1OC)CCc1cnoc1-2,0.9,0.0,10,/,20,/,/,-2
O=C(Nc1cc(F)c(Br)cc1F)c1ccc(Cl)cc1,-0.7,0.2,3,/,8,-7,/,2
Cc1cc2c3ccccc3[nH]c(=O)n2n1,-1.3,0.2,-4,-1,0,/,3,3
Cc1ccc(C(=O)O)c(NC=O)c1OCc1ccccc1,0.6,0.3,-6,0,10,-5,-8,0
CCOC(=O)C1=CN(Cc2ccco2)S(=O)(=O)NC1c1ccc(F)c(Cl)c1 (stereo unspecified),-0.6,0.2,-26,1,-32,-2,-3,10
CN(C)S(=O)(=O)c1ccc(N2CCCC2)c(C(=O)Nc2ccc(F)cc2F)c1,-0.5,0.4,-4,/,3,3,/,2
O=C(O)C[C@@H]1C=C[C@@H](NC(=O)c2ccccc2F)[C@@H](CO)O1,0.8,-0.3,-4,-6,-3,-1,1,-3
COc1ccc(C(=O)C2CCCN(C(=O)c3ccoc3C)C2)cc1F (stereo unspecified),2.1,0.0,-10,-11,/,-5,4,1
Cc1cc(=S)[nH]c2ccccc12,/,/,/,7,7,-1,-2,/
C[C@H](CO)N1C[C@H](C)[C@@H](CN(C)C)Oc2ccc(NC(=O)C3CC3)cc2CC1=O,-1.8,0.0,-20,2,19,-1,1,-3
COC(=O)C[C@H]1c2ccc(C(F)(F)F)cc2S(=O)(=O)N1Cc1ccccc1,1.0,0.0,-11,-4,-12,0,-1,0
COc1ccc(NC(=O)Nc2ccc3c(c2)C(=O)N([C@@H](C)CO)C[C@H](C)[C@@H](CN(C)S(=O)(=O)c2ccc(F)cc2)O3)cc1,0.6,-0.1,/,-1,-18,18,5,/
O=C(CNCc1ccc(Cl)cc1)Nc1cccc(C(=O)O)c1,-0.5,0.1,-17,/,-2,/,/,3
Cc1cc(C)nc(SCc2cc(=O)c(OC(=O)c3ccco3)co2)n1,7.2,-0.1,-13,/,/,19,/,-2
O=[N+]([O-])c1ccc(NS(=O)(=O)N2CCOCC2)cc1,-1.5,0.0,-5,-3,2,0,1,4
COC(=O)[C@]1(Cc2ccccc2)N[C@H](c2ccc(-c3ccc4c(c3)OCO4)cc2)[C@@H]2C(=O)N(C)C(=O)[C@@H]21,4.0,0.1,-89,6,-16,-1,-4,/
COc1ccc2nc(C)c(C(N)=O)cc2c1,0.2,0.2,-28,-8,11,-3,-3,-3
COCC#Cc1ccc([C@H]2[C@@H](CO)N3CCCCN(Cc4cccnc4)C[C@H]23)cc1,3.5,0.2,-2,/,-10,-1,0,-1
CCOc1ccc(S(=O)(=O)NCc2ccc3c(c2)OCO3)cc1C(=O)O,0.5,0.1,-21,-2,10,-6,1,-3
CC1(C)CC(=O)C(Sc2ccccc2C(=O)O)=C(O)C1,/,0.0,0,/,/,5,/,0
Cc1cc(C)c(C(=O)Nc2ccc3c(c2)OCCO3)c(C)c1,0.4,0.0,2,?,-7,/,8,-1
COc1ccc(Nc2nc(-c3ccc(OC)cc3)c(CCC(=O)O)s2)cc1,-2.4,-0.2,7,-7,-2,7,/,3
O=C(COC(=O)c1cccc(Cl)c1)Nc1ccc2[nH]c(=O)[nH]c2c1,5.5,-0.1,-10,/,5,-3,/,-5
CCOC(=O)c1cc(NC(=O)Nc2ccccc2Cl)c(C)nc1C,-0.7,0.0,-15,/,5,3,/,-11
CCCN(C(=O)CSCc1ccc(C)cc1)c1c(N)n(Cc2ccccc2)c(=O)[nH]c1=O,1.8,-0.1,-27,/,1,/,/,-2
O=C(Cc1cccc([N+](=O)[O-])c1)Nc1cccc(C(=O)N2CCCCC2)c1,0.5,0.0,-27,-3,9,4,-4,-2
Cc1ccc(NCc2nnc(SCC(=O)O)n2Cc2ccccc2)cc1Cl,2.4,0.0,-4,/,12,/,-7,-2

# Shown as a hit in esBAF inh, of those listed so far:
SMILES | CFTR F508del cor | RAD52 inh | esBAF inh | INS-1E GSIS act | ARNT TACC3 PPI | ERAP1 HTS inh
C/C(=N\Nc1cccc2cccnc12)c1ccc[nH]1 | -3.4 | -11 | 47* | 8 | 0 | -2

# Further results
SMILES,CFTR F508del cor,Xi reactivation,RAD52 inh,esBAF inh,INS-1E GSIS act,ARNT TACC3 PPI,RAD54 inh,ERAP1 HTS inh
Cc1cc(C)c(C#N)c(Nc2ccc(F)cc2)n1,-3.8,0.3,-14,1,-2,-8,-10,-4
COc1ccc(CS(=O)(=O)c2nc(C)cc(C)c2S(C)(=O)=O)cc1,0.3,0.0,-5,/,19,-2,/,-1
COc1ccccc1NC(=O)c1ccc([N+](=O)[O-])o1,0.0,0.1,-11,/,-7,/,/,0
C[C@H](CO)N1C[C@H](C)[C@@H](CN(C)Cc2ccc(-c3ccccc3)cc2)Oc2ccc(NC(=O)CCN3CCOCC3)cc2CC1=O,0.2,-0.1,-21,-2,1,/,/,3
COc1ccc(NC(=O)c2c(OC)cccc2OC)c(OC)c1,/,/,/,1,-20,32,5,/
C[C@H](O)C#Cc1ccc2c(c1)O[C@H](CN(C)Cc1ccccc1)[C@H](C)CN([C@@H](C)CO)S2(=O)=O,4.7,-0.3,11,-6,22,-3,2,2
COCCNC(=O)C1(C)CCCN(C(=O)c2ccc3c(c2)OCO3)C1 (stereo unspecified),-0.4,0.2,-2,0,3,/,20,7
CC(C)N1CCN(C(=O)C2CCC(=O)N(CCc3cccc(F)c3)C2)CC1 (stereo unspecified),4.8,-0.1,-11,/,5,6,-6,-2
CO[C@@H]1CN(C)C(=O)c2ccc(NS(=O)(=O)CC(F)(F)F)cc2OC[C@H](C)N(C(=O)c2ccc3c(c2)OCO3)C[C@H]1C,-0.3,0.2,-15,5,7,1,1,1
C[C@H](CO)N1C[C@H](C)[C@@H](CN(C)C(=O)Nc2cccc3ccccc23)Oc2ccc(NC(=O)Nc3cccc4ccccc34)cc2CC1=O,1.1,0.0,-5,/,2,/,/,2
Cc1cc(C)nc(N/C(=N/S(=O)(=O)Cc2ccccc2)Nc2ccccc2)n1,1.4,0.1,-7,-10,12,0,1,-1
CN(C)c1ccc(/C=N/NC(=O)c2ccc(Cl)cc2)cc1,2.2,/,-23,17,-6,-3,-2,-1
Cc1c(F)cccc1NS(=O)(=O)c1ccccc1C#N,-0.1,/,-8,-7,-2,3,-7,1
